Screening results deposited in PubChem BioAssay by National Center for Advancing Translational Sciences (NCATS).
D1 potentiator – Potentiators of Human D1 Dopamine Receptor: qHTS | D(1A) dopamine receptor (Homo sapiens), P21728 | HEK293 TREx D1 cells, calcium flux, dopamine EC20 potentiation | potentiation, % at 10 µM | 360,000 tested, 0.036% active | AID 504651, 2011; in the data active means potentiation above about 30%; further: 0% is about no effect
D1 ag – Allosteric Agonists of the Human D1 Dopamine Receptor: qHTS. AID 504660, 2011. D(1A) dopamine receptor (Homo sapiens), P21728. activation, % at 2 µM. HEK293 T-REx D1 cells, calcium flux, agonist mode. 360,000 tested, 1% active; in the data active means activation above about 30%; further: 0% is about no effect
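Tetracycline-induced HEK293 TREx D1 cells, force-coupled to calcium signalling, were dye-loaded with a no-wash calcium kit. Compound was pin-added after a 10 s baseline. Fluorescence was read kinetically at 1 cycle/s for 180 s, with calcium rises flagged as agonism.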
RXFP1 agonist – qHTS Assay for Agonists of the Relaxin Receptor RXFP1; HEK293T-RXFP1 cAMP TR-FRET, 30 min; response scale: percent of porcine relaxin response, buffer zero; Potency, µM (highest dose often 57.5 µM), for the others: top-dose activation, most hits filed as activators; 370,000 tested, 0.3% active; further: potency means the concentration at half of the fitted maximal effect; on the % scale 0 is the no-effect control and ±100 the full control effect; nearly all actives have a fitted effect of over 60% in size; many of its hits are not listed in these tables
Target sequence (Q9HBX9 whole entry, looked up): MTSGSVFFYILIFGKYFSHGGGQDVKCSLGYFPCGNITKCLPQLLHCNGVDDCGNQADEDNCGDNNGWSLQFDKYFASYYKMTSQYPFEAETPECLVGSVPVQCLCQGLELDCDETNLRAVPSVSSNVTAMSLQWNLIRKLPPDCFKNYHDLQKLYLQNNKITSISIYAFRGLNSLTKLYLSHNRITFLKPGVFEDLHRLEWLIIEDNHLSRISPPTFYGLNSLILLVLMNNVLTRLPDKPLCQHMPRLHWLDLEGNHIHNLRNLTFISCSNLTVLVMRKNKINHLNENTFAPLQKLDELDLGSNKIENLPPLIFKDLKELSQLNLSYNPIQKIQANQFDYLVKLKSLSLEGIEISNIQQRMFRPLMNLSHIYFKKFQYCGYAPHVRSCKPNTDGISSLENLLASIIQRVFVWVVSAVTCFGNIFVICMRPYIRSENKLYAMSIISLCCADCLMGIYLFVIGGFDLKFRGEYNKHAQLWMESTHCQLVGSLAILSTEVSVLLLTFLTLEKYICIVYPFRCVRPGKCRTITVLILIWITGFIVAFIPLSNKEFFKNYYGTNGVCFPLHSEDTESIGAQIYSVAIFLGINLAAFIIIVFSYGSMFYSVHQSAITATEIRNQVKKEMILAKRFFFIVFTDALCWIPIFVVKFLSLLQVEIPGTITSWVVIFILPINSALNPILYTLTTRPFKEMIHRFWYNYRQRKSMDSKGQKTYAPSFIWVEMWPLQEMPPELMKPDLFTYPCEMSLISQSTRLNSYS
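HEK293 cells stably expressing RXFP1, treated 30 min at 37C with compounds plus PDE4 inhibitor Ro 20174; cAMP measured by HTRF TR-FRET. Normalized to buffer and 29 nM porcine relaxin; EC50 by Hill fit.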
Vif-APOBEC3G blk – qHTS for Inhibitors of Vif-A3G Interactions: qHTS; HeLa A3G-eYFP + Vif (tagged APOBEC3G with the HIV-1 protein that degrades it), YFP fluorescence, overnight; Potency, µM (doses to about 46.1 µM), for the others: top-dose activity, negative = active, hits mostly inhibitors; 410,000 tested, 0.076% active; AID 602310, 2012;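 further: potency means the concentration at half of the fitted maximal effect; on the % scale 0 is the no-effect control and ±100 the full control effect; nearly all actives have a fitted effect of over 60% in size; hits raise eYFP signal because A3G escapes Vif-driven loss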
Target sequence (Q9HC16 whole entry, looked up): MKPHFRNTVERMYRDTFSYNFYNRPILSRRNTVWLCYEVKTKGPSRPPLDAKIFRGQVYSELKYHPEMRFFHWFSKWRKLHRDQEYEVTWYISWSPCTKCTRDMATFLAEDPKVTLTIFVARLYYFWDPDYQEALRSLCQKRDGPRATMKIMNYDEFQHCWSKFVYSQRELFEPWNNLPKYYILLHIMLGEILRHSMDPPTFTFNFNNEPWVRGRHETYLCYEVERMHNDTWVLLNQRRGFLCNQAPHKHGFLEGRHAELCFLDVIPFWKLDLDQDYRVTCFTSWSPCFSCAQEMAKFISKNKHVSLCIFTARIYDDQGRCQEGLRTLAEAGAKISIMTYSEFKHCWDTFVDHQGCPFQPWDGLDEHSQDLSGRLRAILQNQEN
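HeLa cells stably expressing Vif and C-terminally eYFP-tagged A3G, seeded overnight at 37 deg C, then exposed to compound by pintool overnight at 37 deg C. Rise in yellow fluorescence (Ex 488/Em 500-530, Acumen) marks blocked Vif-driven A3G degradation.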
D1 antag – Antagonist of Human D 1 Dopamine Receptor: qHTS | activity change, negative = inhibition, % at 10 µM | HEK293 TREx D1 cells, calcium flux, dopamine EC80; stronger effect = lower value | 360,000 tested, 3.2% active; in the data active means activity change below about -30%; further: on the % scale 0 is the no-effect control and ±100 the full control effect
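Calcium flux readout: force-coupled, inducible Hek293 Trex D1 line, cells induced overnight at 30 C with tetracycline, dye-loaded 30–90 min at RT. Antagonism scored against EC80 dopamine challenge given 180 s after compound.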
RXFP1 antag – qHTS Assay for Antagonists of the Relaxin Receptor RXFP1; Relaxin receptor 1 (Homo sapiens), Q9HBX9; HEK293-RXFP1, relaxin-stimulated cAMP HTRF, 30 min; stronger effect = lower value; activity change, negative = inhibition, % at 57.5 µM; 350,000 tested, 0.59% active;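 active means activity change of -60% or lower, but not beyond a set lower limit; inconclusive means change between -60% and -40%, or beyond the set limit; inactive means change above -40%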; further: on the % scale 0 is the no-effect control and ±100 the full control effect
Vif-APOBEC3F blk – qHTS for Inhibitors of Vif-A3F Interactions: qHTS. HeLa A3F-eYFP + Vif (tagged APOBEC3F with the HIV-1 protein that degrades it), YFP fluorescence increase. Potency, µM (top dose mostly 46.1 µM), for inactives: at the highest dose activity, negative = active. 390,000 tested, 0.2% active. AID 602313, 2012; further: potency means the concentration at half of the fitted maximal effect; % of control where 0% means no effect; nearly all actives have a fitted effect of over 65% in size
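HeLa cells stably expressing Vif plus C-terminally eYFP-tagged A3F were seeded, incubated overnight at 37 deg C, dosed with compound, incubated overnight again at 37 deg C. Yellow fluorescence (Ex 488/Em 500-530) reported blocked Vif-mediated A3F-eYFP degradation.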
Glioma ERSR ind – qHTS for Inducers of the Endoplasmic Reticulum Stress Response (ERSR) in Human Glioma: qHTS; Potency, µM, for the others: at the top dose activation, usual class: activators; 420,000 tested, 0.02% active; U87-MG GRP78 promoter luciferase reporter, 16 h; AID 602332, 2012; further: potency means the concentration at half of the fitted maximal effect; series mostly up to about 76 µM; % of control where 0% means no effect; nearly all actives have a fitted effect of over 35% in size
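Stably transfected U87-MG human glioma cells carrying a GRP78-based luminescent sensor were seeded at 1000 cells/well, pin-dosed with compounds and incubated 16 h. Luciferase reagent was then added, and end-point luminescence was read after 10 min at room temperature.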
D2 PAM – HTS Assay for Positive Allosteric Modulators of the Human D2 Dopamine Receptor: Primary Screen for Potentiators. HEK293 T-REx D2, calcium flux, EC20 dopamine potentiation. potentiation, % at 10 µM. 340,000 tested, 0.34% active. AID 485347, 2010;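 active means potentiation over 3 SD above the plate norm, cut at about 30% in these data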; further: 0% is about no effect
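Potentiation of an EC20 dopamine calcium response is measured in a force-coupled, tetracycline-inducible Hek293 Trex D2 line. Compound-only kinetic reads over 180 s flag agonists before dopamine addition.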
* hit, by the source's call; ? = inconclusive; . = not tested or not shown; & = joins results of further samples. Unless noted, the call rests on the fitted dose curve; in most records, active means well fitted curve in the direction sought with a large enough effect; inconclusive means small, poorly fitted or top-dose-only effect, or another doubt; inactive means no such curve, though single readings can be large; an effect the other way counts as inactive or inconclusive. This is a subset, so the mix of outcomes need not match the whole.

cpd | structure | D1 potentiator | D1 ag | RXFP1 agonist | Vif-APOBEC3G blk | D1 antag | RXFP1 antag | Vif-APOBEC3F blk | Glioma ERSR ind | D2 PAM
1 | COc1ccc(NC(C)=O)cc1NC(=O)CN1CCN(S(=O)(=O)c2ccc(C(C)C)cc2)CC1 | -7 | 2 | 0.6% | 1% | -4 | -5 | -12% | 2% | -4
2 | Cc1ccc(NC(=O)c2ncc(Cl)c(Cl)c2Cl)cc1C | -2 | 5 | 5.3% | 0% | 2 | -5 | -9% | 6% | -5
3 | COC(=O)CCNC(=O)N1CCN(c2nnc(C)c3c(C)n(-c4ccccc4)nc23)CC1 | -2 | 3 | 5.7% | . | -5 | -2 | . | . | -6
4 | O=C(NC1CCCCCC1)C1CCN(S(=O)(=O)c2ccc(F)cc2)CC1 | 4 | 2 | 0.3% | -2% | -4 | 22 | 0% | -2% | -26
5 | O=C(CNCc1ccco1)Nc1ccccc1-n1cccc1 | -2 | 1 | -4.2% | -4% | -3 | -15 | 0% | -2% | 12
6 | Cc1ccccc1-c1nc(CN2CCC(C(=O)NCCCN3CCCC3)CC2)c(C)o1 | 1 | -3 | 0.6% | -4% | -16 | 0 | -7% | -1% | -27
7 | O=C(O)CCc1ccc(-c2ccc(Br)cc2)n1NC(=O)c1ccc([N+](=O)[O-])cc1 | -1 | 3 | -1.5% | 0% | -15 | 4 | 5% | -2% | 0
8 | c1ccc(-c2nc3ccccn3c2NCc2ccc3c(c2)OCO3)cc1 | -9 | 0 | 6.3% | 0% | 55 | 11 | -8% | 0% | -7
9 | Cc1cccn2c(=O)c3cc(S(=O)(=O)c4ccc(Br)cc4)c(=N)n(C4CCCC4)c3nc12 | -1 | 0 | 0.9% | 0% | 0 | 2 | -5% | 4% | 4
10 | CC(C)(C)C1CCC(=O)N(CCSc2ccccc2)CC1 (configuration not stated) | -2 | 17 | -0.8% | 0%&-1% | -20 | . | -1% | 1%&-4% | 0
11 | O=C(Cc1cccs1)N1CCCC(c2nc(-c3ccc(S(=O)(=O)N4CCCC4)cc3)no2)C1 (configuration not stated) | -6 | 3 | -0.3% | 1% | -12 | -9 | 4% | -5% | 10
12 | Cc1c(Cl)cccc1NC(=O)N1CCN(C(=O)c2nsc3ccccc23)CC1 | 1 | 2 | 3.6% | 3% | -9 | -16 | -5% | -1% | -1
13 | COc1ccc(OC)c(Nc2cc(C(=O)NCCCN3CCOCC3)c3ccccc3n2)c1 | 2 | 5 | -0.5% | 3% | -8 | -1 | 4% | -3% | -1
14 | O=C(NC1CCCCC1)C1CC(=O)N(Cc2ccccc2)C1 (configuration not stated) | -1 | 4 | -1.3% | 1% | -1 | -9 | 0% | -2% | -3
15 | O=C1C2C3C=CC(C4CC34)C2C(=O)N1/N=C/c1c[nH]c2ccccc12 (configuration not stated) | -1 | 1 | -1.2% | -11% | -23 | 13 | -8% | 6% | 7
16 | O=C(COC(=O)c1ccccc1Cl)NC(=O)NCc1ccccc1 | -2 | 6 | 0.5% | -13% | 5 | -4 | -4% | 2% | 6
17 | Cc1ccc(Cn2ncc3c(N4CCN(c5ccccc5C)CC4)ncnc32)cc1 | -5 | 6 | 1.3% | -1% | 10 | 2 | 2% | -5% | .
18 | Cc1cc(C)n(C(=O)CNC(=O)COc2ccccc2)n1 | 0 | 3 | -1.9% | -1% | 5 | -1 | -10% | -4% | -8
19 | CCOC(=O)c1ccc(Nc2c(-c3ccc(O)c(OC)c3)nc3nc[nH]n23)cc1 | 1 | 4 | 1.0% | -1% | -5 | -5 | -1% | 2% | 14
20 | CCOC(=O)/C=C1\SCC(=O)N1CC(=O)NCCc1ccc(F)cc1 | -1 | 1 | 2.6% | -2% | -3 | -10 | -1% | -3% | -7
21 | CC1CCCCC1NC(=O)c1ccc(CSc2nc3ccncc3[nH]2)cc1 (configuration not stated) | -1 | 0 | 0.6% | -4% | -11 | . | -1% | -3% | 1
22 | O=C(NC1CCCN(Cc2ccccc2F)C1)c1cccc(N2CCCC2=O)c1 (configuration not stated) | -2 | 0 | -1.0% | -7% | 21 | -1 | 1% | -1% | -8
23 | CCCN(CCC)CCNC(=O)CCC(=O)Nc1ccc2nc(N3CCOCC3)cc(C)c2c1 | -6 | 1 | -1.4% | 1% | -5 | -3 | 1% | -4% | 8
24 | C=CCNc1nc(C(=O)OCC(=O)Nc2cccc(SC)c2)cs1 | -4 | 6 | 0.6% | -6% | -7 | -1 | ? | 1% | -5
25 | CCN1CC=C2C(C1)C(c1ccc(Cl)s1)C(C#N)=C(N)C2(C#N)C#N (configuration not stated) | -5 | 15 | 2.2% | -23% | 0 | 9 | ? | -2% | -7
26 | COc1ccc2oc(-c3ccc(C)c(NC(=O)COc4cc(C)cc(C)c4)c3)nc2c1 | 0 | 1 | 9.0% | -2% | -11 | . | 0% | 0% | 1
27 | N#Cc1ccc(OCC(=O)N(C2CCCCC2)C2CCS(=O)(=O)C2)cc1 (configuration not stated) | 6 | 2 | 0.5% | 1% | 8 | -5 | -11% | -3% | 12
28 | Cc1ccccc1CN1CCc2nc(Nc3ccc4c(c3)OCCO4)ncc2C1 | 3 | 2 | 2.5% | . | -1 | -18 | . | . | .
29 | COc1ccc(-c2csc3[nH]c(=S)n(-c4ccccc4)c(=O)c23)cc1OC | -2 | 2 | 4.2% | -9% | -2 | -18 | 9% | -2% | 8
30 | Cc1nc2ccccc2cc1C(=O)N/N=C/c1ccco1 | -4 | 3 | 2.9% | 0% | 2 | . | -20% | -4% | .
31 | COc1ccc(-n2c(C)cc(C)c(C(C)=O)c2=S)cc1 | 1 | 2 | 0.3% | 1% | -2 | -6 | 3% | -5% | -19
32 | COc1ccccc1NC(=O)CSc1n[nH]c(-c2ccccn2)n1 | -1 | 1 | 0.8% | -3% | 6 | -6 | 7% | -1% | -3
33 | Cc1ccccc1C(=O)NCCN1CCOCC1 | -3 | 2 | -1.2% | 2% | -17 | 0 | 13% | -4% | 14
34 | O=S(=O)(NCc1ccccn1)c1cc(OCC(F)(F)F)ccc1OCC(F)(F)F | -2 | 1 | 5.3% | 0% | -9 | 5 | -2% | -3% | -2
35 | CCC(CC)C(=O)c1c[nH]c(C(=O)N2CCN(c3ccccc3F)CC2)c1 | -1 | -1 | 2.3% | 0% | 26 | -14 | 28% | -3% | 10
36 | Cn1c(=O)c2nc(SCCO)n(C)c2n(C)c1=O | . | . | . | 1% | . | -10 | 6% | -5% | .
37 | COc1ccc(-n2c(C)c(C(=O)O)c3cc(OC)c4ccccc4c32)cc1 | -1 | 2 | 1.9% | 1% | 12 | -12 | 3% | -3% | .
38 | Cc1ccccc1NC(=O)CN1CCN(Cc2ccccc2)CC1 | -13 | 3 | 0.5% | 0% | -9 | -6 | -15% | -2% | -7
39 | Cc1ccc(-c2cc(C(=O)NNC(=O)c3csc(N4CCOCC4)n3)c3ccccc3n2)cc1 | 6 | 1 | -2.4% | -7% | 5 | 4 | 0% | 0% | 1
40 | CCOC(=O)CSc1nc(N)c(C#N)c(CC(C)C)c1C#N | 2 | 0 | 1.9% | 2% | -5 | -7 | 3% | -5% | -9
41 | C=CCN(C(=O)CNC(=O)c1ccco1)C(C(=O)NC1CCCCC1)c1ccc(OC)cc1OC (configuration not stated) | -2 | 0 | 0.6% | 0% | 3 | 1 | 2% | -6% | 6
42 | Cc1cccc(C)c1Nc1nnc(SCC(=O)NC2CCS(=O)(=O)C2)s1 (configuration not stated) | 7 | 21 | -6.0% | -1% | -4 | -8 | 0% | -4% | -13
43 | O=C(COC(=O)c1ccco1)Nc1cc(S(=O)(=O)N2CCCCC2)ccc1Cl | . | . | . | -1% | . | -4 | 5% | -3% | .
44 | COc1ccc(NC(=O)COC(=O)c2ccc(NS(=O)(=O)/C=C/c3ccccc3)cc2)cc1 | 2 | 2 | -0.7% | -1% | -21 | -10 | 2% | -4% | 8
45 | Cc1ccc(C(=O)C(C)OC(=O)C2=COCCO2)cc1C (configuration not stated) | -2 | 3 | -1.1% | -5% | -2 | -1 | 0% | 6% | 4

Compounds 44 through 45, reprinted for reference:
cpd | structure | D1 potentiator | D1 ag | RXFP1 agonist | Vif-APOBEC3G blk | D1 antag | RXFP1 antag | Vif-APOBEC3F blk | Glioma ERSR ind | D2 PAM
44 | COc1ccc(NC(=O)COC(=O)c2ccc(NS(=O)(=O)/C=C/c3ccccc3)cc2)cc1 | 2 | 2 | -0.7% | -1% | -21 | -10 | 2% | -4% | 8
45 | Cc1ccc(C(=O)C(C)OC(=O)C2=COCCO2)cc1C (configuration not stated) | -2 | 3 | -1.1% | -5% | -2 | -1 | 0% | 6% | 4

Next section.
cpd | structure | D1 potentiator | D1 ag | RXFP1 agonist | Vif-APOBEC3G blk | D1 antag | RXFP1 antag | Vif-APOBEC3F blk | Glioma ERSR ind | D2 PAM
46 | Nc1cccc(Nc2nc(OC(C(F)(F)F)C(F)(F)F)nc(OC(C(F)(F)F)C(F)(F)F)n2)c1 | -8 | 0 | 2.9% | -26% | -11 | -37 | 3% | -19% | .
47 | Cc1cc(NC(=O)COC(=O)C2CCCN2C(=O)c2cccs2)no1 (configuration not stated) | -4 | 0 | 0.3% | 1% | -4 | -17 | . | -3% | -9
48 | Cc1cc(=O)[nH]c(N/N=C/c2cc(C)n(-c3ccccc3)c2C)n1 | 2 | 0 | 0.5% | -2% | 3 | -17 | -11% | -5% | -8
49 | O=C(CCl)N1c2ccccc2Oc2ccc3ccccc3c21 | . | . | . | ? | . | -4 | ? | 2% | .
50 | Cc1ccc(NC(=O)c2c3c(nc4ccccc24)CCC3)cc1 | 3 | 3 | 6.4% | -9% | -24 | -8 | ? | -3% | 1
51 | COc1ccc(OC)c(CNC(=O)c2c(C)oc3ncn(CC(C)C)c(=O)c23)c1 | 4 | 0 | 0.1% | -3% | -2 | . | 1% | 4% | 6
